TWEAK-Fn14 inh = inhibitors of TWEAK-Fn14 interaction signaling; TWEAK-stimulated Fn14 reporter cells, luciferase luminescence, 8 h; AID 1159606; inhibition, % at 10 µM; 2% of 360,000 active; in the data active = inhibition above about 50%
NR2E3 ag-1 = agonists of human NR2E3 nuclear receptor; Q9Y5X4; 0.35% of 360,000 active; AID 602229; CHO-S Gal4-NCOR/VP16-NR2E3 two-hybrid, luciferase; inhibition of corepressor binding, % at 3.98 µM;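 active = inhibition above the mean of all tested compounds plus 3 SD, cut at about 70% in these data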;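 also: 0% = DMSO with NR2E3 transfected cells and 100% = cells lacking NR2E3 construct; higher means lower luciferase signal from less NR2E3 corepressor binding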
Target sequence (Q9Y5X4 whole entry, looked up, the tested form may be a part): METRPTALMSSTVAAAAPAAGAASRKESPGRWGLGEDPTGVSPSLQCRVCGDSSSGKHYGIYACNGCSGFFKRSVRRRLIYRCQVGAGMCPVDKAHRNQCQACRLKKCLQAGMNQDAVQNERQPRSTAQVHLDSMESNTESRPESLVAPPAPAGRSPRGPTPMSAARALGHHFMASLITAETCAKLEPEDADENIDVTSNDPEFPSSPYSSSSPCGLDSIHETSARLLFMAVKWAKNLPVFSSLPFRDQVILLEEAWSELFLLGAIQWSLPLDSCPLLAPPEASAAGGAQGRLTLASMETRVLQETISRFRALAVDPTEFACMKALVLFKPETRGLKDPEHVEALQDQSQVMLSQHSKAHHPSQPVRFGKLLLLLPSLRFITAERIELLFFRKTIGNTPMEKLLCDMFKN
TRAIL sens C8 = sensitizes caspase-8 expressing cells to TRAIL | NB7+C8 cells + TRAIL, ATPlite viability luminescence | inhibition (viability loss, TRAIL sensitization), % at 10 µM | 1% of 360,000 active | AID 624354;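 active = compounds causing at least 50% loss of cell viability in the single-dose screen, relative to plate controls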
Shn3 3UTR inh = Schnurri-3 reporter inhibition in Clone20 osteoblasts; inhibition, % at 12.5 µM; 0.52% of 360,000 active; Clone20 osteoblast Shn3 3'UTR firefly luciferase, 24 h; AID 588674;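 active = mean inhibition of at least 75% with every replicate also reaching 75%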;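 also: 0% = median of neutral control wells and 100% = pilot-screen positive control compound; some compounds past the cut are filed as inactive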
CF NFkB block = blocks PAF-induced NF-kB reporter in cystic fibrosis cells; KKLEB NF-kB-GFP reporter, GFP fluorescence overnight; 0.86% of 360,000 active; inhibition, % at 5 µM;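 active = at least 50% inhibition at 5 µM, scaled per plate between neutral and stimulator controls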;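 also: PAF is a Pseudomonas aeruginosa culture filtrate used as stimulus; plate controls were PAF-stimulated DMSO wells for no effect and unstimulated DMSO wells for full effect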
NR2E3 ag-2 = NR2E3 (human) agonism. Q9Y5X4. GST-NR2E3/biotin-RetCOR TR-FRET, 1536-well. inhibition of corepressor binding, % at 4.78 µM. 0.12% of 320,000 active. AID 2300;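 active = percent inhibition above the cutoff of mean plus 3 SD of all tested compounds, set per screening campaign, cut at about 20% in these data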;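 also: 0% = DMSO wells and 100% = biotin wells as full block of FRET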
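system = GST-tagged NR2E3 plus biotinylated RetCOR corepressor | input = 1.35 nM GST-NR2E3 | also added = 7 nM biotin-RetCOR | schedule = 5 h incubation at 4 °C | measured by = TR-FRET with europium anti-GST and streptavidin-D2, 340 nm excitation | read-out = percent loss of FRET ratio relative to control wells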
KKLEB cytotox = CF airway cell cytotoxicity counter-screen | KKLEB CF airway cells viability, ATPlite luminescence, overnight; hits give low values; cells stimulated with P. aeruginosa culture filtrate | activity change (cytotoxicity), % at 5 µM | 0.36% of 360,000 active;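 active = corrected activity change at or below -50% at 5 µM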
TROY signal inh = inhibitors of TROY-dependent NF-kB signaling; 0.98% of 360,000 active; AID 1347056; inhibition, % at 10 µM; Q293 LMP1-TROYcd NF-kB luciferase reporter, 4 h;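 active = compounds whose plate-normalised and pattern-corrected inhibition of the luciferase reporter signal at the single screening dose is 50% or more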
Peg3 promoter = Peg3 promoter activity inhibition; AID 588405; 1.7% of 360,000 active; HeLa PEG-Prom luciferase reporter, luminescence, overnight; inhibition, % at 20 µM;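 active = inhibition of at least 50% at 20 µM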
MITF TRPM1 inh = MITF TRPM1 promoter inhibition in SK-MEL-5 cells. AID 488899. 0.83% of 330,000 active. inhibition, % at 12.5 µM. SK-MEL-5 TRPM1 promoter luciferase, 24 h;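 active = mean inhibition across replicates of 60% or more, whatever share of single replicates reaches that level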; also: values of inactives mirror those of a sister screen read the other way
HIF-2a block = blocks HIF-2a reporter activity; inhibition, % at 18.8 µM; 0.72% of 360,000 active; AID 624352; 786-0 RCC cells HIF-2a reporter, luciferase luminescence, overnight;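 active = inhibition of the luminescence signal of 40% or more relative to plate controls, in a single-dose primary screen at 18.75 µM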
Active calls of the source: *; · = no result given. Some of the compounds tested. The share of hits here may be higher or lower than overall.

structure,TWEAK-Fn14 inh,NR2E3 ag-1,TRAIL sens C8,Shn3 3UTR inh,CF NFkB block,NR2E3 ag-2,KKLEB cytotox,TROY signal inh,Peg3 promoter,MITF TRPM1 inh,HIF-2a block
O=C1c2ccccc2C(=O)N1CCCCCCc1ccccc1,-4.6,8.2,-0.1,-3.7,15.8,-0.3,-10.9,-29.7,-50.7,1.4,-92.3
Cc1cc2oc(=O)cc(CN3CCN(c4ccc(Cl)c(Cl)c4)CC3)c2cc1Cl,14.5,9.6,-5.2,18.3,6.5,·,3.8,0.1,-8.4,·,10.8
CCOC(=O)CSc1nnc(-c2cccc(Cl)c2)n1CC,-1.9,-11.2,-0.2,22.1,4.6,2.2,7.2,2.1,-0.9,-8.1,10.7
COC(=O)c1ccc(N2CCN(C)CC2)c(NC(=O)COc2ccccc2Cl)c1,-0.8,-18.2,-18.2,3.4,-6.7,13.9,-10.3,2.9,22.7,1.2,5.8
CCN(C1CCCCC1)S(=O)(=O)c1ccc(C(=O)O)cc1,-16.9,-4.8,-3.8,-18.2,-10.0,-2.1,9.5,-5.1,22.2,-0.2,-3.3
NC(=S)NN=C1C=CCCC1,-16.1,-22.4,-1.7,-4.8,8.5,·,-6.0,21.6,-8.8,-16.1,-68.4
O=C(Cc1ccccc1)Nc1ccc2oc(=O)ccc2c1,-14.5,12.5,-13.1,-3.4,-29.7,-0.3,3.6,9.2,4.5,-13.5,-14.7
COc1ccc(/C=N/NC(=O)c2ccccc2F)cc1CN1CCN(c2ccc(F)cc2)CC1,8.2,-3.7,22.9,10.6,-1.9,3.4,-6.4,-11.4,-7.4,0.3,-17.8
O=C(NCCCc1ccccc1)C(=O)NCC1OCCN1S(=O)(=O)c1ccccc1 (configuration not stated),8.3,-12.1,-12.3,-11.3,1.6,-0.1,5.5,19.1,14.6,-3.2,7.1
C=CC[N@@+]12CC[C@]34c5ccccc5N5/C=C6\C7N(/C=C(\C53)[C@@H](C[C@@H]41)/C(=C/CO)C2)c1ccccc1[C@@]71CC[N@@+]2(CC=C)C/C(=C\CO)[C@@H]6C[C@@H]12 (some centres not stated),-1.9,0.1,-7.4,-19.6,5.3,2.4,5.4,-4.4,-19.5,0.2,5.5
O=C(CSc1nnc(-c2c[nH]c3ccccc23)n1C1CC1)NC1CCS(=O)(=O)C1 (configuration not stated),1.1,-6.2,5.7,15.5,-8.3,·,35.4,10.2,7.0,·,23.8
CS(=O)(=O)c1ccc2nnn(OCC(=O)Nc3ccc(Br)cc3Br)c2c1,12.6,-9.7,-5.0,2.1,4.0,-2.9,-6.3,-5.5,3.3,-0.7,-11.7
Cc1ccc(-c2csc(-c3ccncc3)n2)cc1,-15.0,-108.2,-2.4,-79.2,-0.7,1.1,-3.6,-26.7,-273.9,-57.0,-218.0
Cc1ccc(-c2nnc(C)c(N3CCCC3)n2)cc1,-5.8,-13.3,-2.8,-12.7,-6.0,3.4,8.0,-6.2,-13.3,-4.3,-22.3
COC(=O)c1cccc(COC(=O)c2cc3ccccc3oc2=O)c1,-29.2,28.5,-2.7,-6.0,-15.6,2.4,0.6,1.8,-8.2,-4.5,-11.3
O=C(C[C@H]1C/C=C\CC[C@H](Cc2ccc(F)cc2)C(=O)O[C@@H](c2ccccc2)CNC1=O)N[C@H](CO)Cc1ccccc1,0.0,-2.0,12.6,-20.1,4.5,·,-6.6,-5.5,12.1,3.2,1.7
CCOC(=O)C(NC(=O)CC)(Nc1ccccc1OC)C(F)(F)F (configuration not stated),6.1,-27.9,9.4,11.0,5.7,0.7,-5.0,13.1,-1.4,1.8,15.4
Cc1nnsc1-c1c(C(=O)N2CCOCC2)c(C)nn1-c1ccccc1,11.8,-7.1,-13.6,-6.9,-5.0,4.5,2.1,-16.6,11.8,6.8,14.6
Nc1nonc1-c1nc2ccccc2n1CC(=O)Nc1ccccc1,-1.1,-2.2,26.5,6.2,12.9,2.3,-16.0,13.7,24.1,9.7,21.5
CCc1nc2c(OCc3ccc(C(=O)OC)cc3)cccn2c1N(C)C(=O)c1ccc(C)cc1,-16.4,5.8,20.5,5.8,-4.5,·,4.1,15.2,8.3,·,12.4
O=C(Oc1ccc(/C=N/O)cc1)c1ccccc1Cl,-7.8,6.6,-4.3,-39.7,-20.5,0.1,10.0,-50.3,-230.4,-39.7,-37.0
O=[N+]([O-])c1ccc(/C([O-])=C(/C(=S)NCc2ccco2)[n+]2ccccc2)cc1,-0.9,-26.9,1.8,-9.5,7.9,1.6,-6.4,-17.8,-72.1,1.8,-73.5
COC(=O)c1ccc(CSc2nnc(N)s2)cc1,-1.3,-51.2,-1.6,-9.9,-0.9,2.7,-4.7,-49.2,-96.6,-29.5,-110.9
Cc1cccc(NC(=S)N(CCN2CCOCC2)Cc2ccccc2F)c1,6.3,1.7,11.5,13.5,-6.1,5.3,-9.4,-0.2,9.6,-0.3,17.1
COc1ccc(OC)c(NC(=O)C(C)N2c3cccc4cccc(c34)S2(=O)=O)c1 (configuration not stated),15.2,8.3,-14.9,13.5,1.8,0.0,-2.9,-10.3,24.2,8.1,2.0
COCc1[nH]nc2c1C(c1ccc(F)cc1F)C(C#N)=C(N)O2 (configuration not stated),3.0,12.1,-10.0,-11.7,3.2,1.7,-7.3,-7.5,4.5,-1.6,19.4
CC(=O)N1c2ccc(S(=O)(=O)N3CCCC3)cc2CC1C(=O)NCc1ccccc1F (configuration not stated),-11.1,-6.9,-20.5,-6.6,5.3,4.0,19.9,-16.5,-6.1,0.5,-4.2
Cc1ccc(-n2c(-c3ccc(Br)cc3)c[n+]3c2CCc2ccc4cccnc4c2-3)cc1,-58.7,83.1*,65.2*,91.1*,19.7,-6.5,-51.9*,43.6,64.0*,97.7*,9.6
Cc1cc(=O)[nH]c2nnc(-c3ccc(Cl)cc3)n12,15.0,-36.8,67.7*,-26.4,-1.5,-1.6,-7.3,-32.7,-136.2,-11.5,-137.5
N#CCCNC(=O)CCN1CCOCC1,2.0,-23.2,0.6,0.2,-14.3,-0.2,13.4,-0.5,1.3,-12.0,12.0
Cc1ccc(NC2=CC(=O)CC(c3ccco3)C2)c(N)c1 (configuration not stated),23.0,-138.5,-9.0,-22.4,18.5,-1.9,-2.6,-11.8,-1.3,10.7,-62.6
CCc1nnc(NC(=O)CCC(=O)N2CCN(CCc3ccccc3)CC2)s1,6.4,-13.4,-19.2,-12.4,-1.6,0.0,-0.1,11.7,2.2,-0.6,2.0
O=C(CSc1nc(-c2ccco2)cc(C(F)(F)F)n1)NCCN1CCOCC1,0.2,17.2,-1.5,-13.5,15.0,3.8,-2.5,-4.8,1.9,-0.4,4.6
COc1ccccc1C(=O)N/C(=C/c1ccco1)C(=O)Nc1ccc(C(=O)O)cc1,32.8,-9.2,-4.7,15.6,-12.6,0.0,5.6,12.6,13.7,-1.1,12.2
CCOC(=O)[C@@H]1[C@H]2COc3ccccc3[C@@H]2N2C(=O)N(c3ccc(F)cc3)C(=O)[C@@]12C,7.2,-32.4,-5.3,16.3,-2.1,3.0,-6.7,-24.5,0.6,0.1,3.5
COC(=O)C(NS(=O)(=O)c1ccccc1Br)C(C)C (configuration not stated),3.5,7.5,-13.9,-26.4,11.4,0.9,-11.4,-23.3,-15.1,-4.3,9.1
COc1ccc(NC(=O)c2cc(C3CCCCN3C(=O)c3ccc(C#N)cc3)on2)c(C)c1 (configuration not stated),2.8,-1.0,-9.2,-9.9,13.5,·,1.6,-11.6,8.3,·,2.8
CCOC(=O)c1c(C)oc(/N=C/c2ccccc2O)c1C#N,-6.2,-6.9,16.8,4.0,-0.7,-0.7,2.9,-4.4,6.8,-4.0,7.7
CCC(C)[C@H](NC(=O)[C@H](Cc1ccccc1)n1c(=O)[nH]c2ccccc2c1=O)C(=O)N1CCC(C(=O)O)CC1 (some centres not stated),22.0,12.6,-5.6,-0.4,8.9,5.4,18.7,-12.6,-14.1,5.5,8.4
COc1cccc(NC(=O)CCc2c(C)nc3nc(CNC(=O)c4cccc(F)c4)nn3c2C)c1,-16.8,-16.7,-24.4,-6.6,-7.8,-0.1,-2.8,7.8,4.0,5.7,15.4
Cn1c(-c2ccc3c(c2)OCO3)c(C(=O)O)c(=O)c2ccccc21,-14.6,-0.1,-5.4,-16.9,7.9,-2.2,-1.8,-64.5,12.4,4.2,10.5
O=S(=O)(NCCc1ccncc1)c1ccc(Br)cc1,-1.6,4.7,-2.9,46.9,7.0,-0.7,-6.0,-9.2,5.4,7.7,27.4
COc1cc(OC)cc(C(=O)NC(=S)Nc2cc3oc4ccccc4c3cc2OC)c1,-14.6,-20.5,20.2,9.1,54.8*,2.8,-51.9*,-6.3,38.0,7.6,6.3
O=c1[nH]c(=O)n(Cc2ccccc2)c2nc(-c3ccco3)cc(C(F)(F)F)c12,12.5,-4.3,-40.7,-3.4,-13.9,3.2,-25.4,-1.6,-4.1,-0.2,9.8

Sorted by value in MITF TRPM1 inh (ascending): some entries from above
structure | MITF TRPM1 inh
Cc1cc(=O)[nH]c2nnc(-c3ccc(Cl)cc3)n12 | -11.5
CC(=O)N1c2ccc(S(=O)(=O)N3CCCC3)cc2CC1C(=O)NCc1ccccc1F (configuration not stated) | 0.5
O=C(C[C@H]1C/C=C\CC[C@H](Cc2ccc(F)cc2)C(=O)O[C@@H](c2ccccc2)CNC1=O)N[C@H](CO)Cc1ccccc1 | 3.2

High-throughput results from PubChem BioAssay.
